Screening results: PubChem, Sanford-Burnham Center for Chemical Genomics
SENP6 block = inhibitors of human SENP6 protease; Recombinant SENP6 catalytic domain, aminoluciferin luminescence; 330,000 tested, 1.8% active; Q9GZR1; AID 2599; inhibition, % at 10 µM;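 active = inhibition above about 50% at the single tested dose, limit read from the data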;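 also: plate controls were DMSO wells with enzyme for no effect and DMSO wells lacking enzyme for full effect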
beta cell repl = induces beta-cell replication in MIN6 cells; MIN6 cells proliferation, ATPlite luminescence, 48 h; cells starved in 0.2% serum; 100% = growth in 10% serum; proliferation, % at 10 µM; 330,000 tested, 0.29% active; AID 2380;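 active = compounds whose signal lies at least 3.5 SD above the mean of all wells on their plate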;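 also: 0% = DMSO-treated cells in low-serum medium and 100% = 10% serum control; some compounds called inactive have numbers as strong as hits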
PfG6PD inh = PfG6PD (Plasmodium falciparum) enzyme inhibition; PfGluPho enzyme, NADPH resazurin-diaphorase fluorescence; inhibition, % at 20 µM; 350,000 tested, 0.78% active; AID 504690;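 active = inhibition reaching at least a set limit at 20 µM in the primary screen, cut at about 59% in these data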;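 also: 0% = DMSO wells with substrate and 100% = DMSO wells lacking glucose-6-phosphate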
SENP8 block-1 = blocks the human protease SENP8; purified SENP8, Z-RLRGG-aminoluciferin cleavage, luminescence; inhibition, % at 10 µM; 330,000 tested, 1.2% active; AID 2540; in the data active = inhibition above about 50%
Target sequence (Q96LD8 whole entry, looked up): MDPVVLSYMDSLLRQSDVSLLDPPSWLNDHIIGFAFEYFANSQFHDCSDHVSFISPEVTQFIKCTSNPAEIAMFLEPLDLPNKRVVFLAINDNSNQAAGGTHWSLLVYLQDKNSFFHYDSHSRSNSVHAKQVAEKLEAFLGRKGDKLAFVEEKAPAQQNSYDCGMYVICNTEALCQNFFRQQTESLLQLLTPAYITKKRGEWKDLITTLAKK
HKDC1 inh = blocks human hexokinase HKDC1 activity; recombinant HKDC1, G6PDH/diaphorase resazurin coupled fluorescence; Q2TB90; 340,000 tested, 0.16% active; inhibition, % at 20 µM;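 active = inhibition above about 35% when tested at 20 µM, limit read from the data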;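 also: plate controls were DMSO wells with enzyme for no effect and DMSO wells lacking enzyme for full effect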
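Assay system: recombinant HKDC1 hexokinase; detection: coupled resazurin fluorescence, excitation 525 nm, emission 613 nm; benchmarks: DMSO-plus-enzyme-mix negative control, buffer-substituted positive control; compound dosing: single 20 µM dose; schedule: 90 min at room temperature in dark; also added: glucose plus 1 mM ATP as hexokinase substrates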
SENP7 block = inhibitors of human SENP7 protease. recombinant SENP7, Z-RLRGG-aminoluciferin luminescence, 40 min. 330,000 tested, 1.5% active. Q9BQF6. inhibition, % at 5 µM;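 active = inhibition above about 50% at the single test dose, limit read from the data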;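 also: plate controls were DMSO with enzyme for no effect and no enzyme buffer wells for full effect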
Target sequence (Q9BQF6 706-1050 limits assumed): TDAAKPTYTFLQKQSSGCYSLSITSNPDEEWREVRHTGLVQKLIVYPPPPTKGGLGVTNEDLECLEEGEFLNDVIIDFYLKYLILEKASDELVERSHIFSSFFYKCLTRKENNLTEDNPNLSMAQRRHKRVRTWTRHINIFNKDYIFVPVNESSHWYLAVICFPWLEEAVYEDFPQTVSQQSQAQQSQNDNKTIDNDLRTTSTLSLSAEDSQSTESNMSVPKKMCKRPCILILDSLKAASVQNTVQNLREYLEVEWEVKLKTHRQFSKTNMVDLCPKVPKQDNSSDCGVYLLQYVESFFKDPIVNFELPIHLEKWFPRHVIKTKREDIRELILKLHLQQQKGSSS
UBC13 inh = human UBC13 polyubiquitination inhibition. P61088. UBC13 polyubiquitin chain formation, TR-FRET. inhibition, % at 20 µM. 330,000 tested, 0.47% active; in the data active = inhibition above about 45%, passing the limit was not always enough; inconclusive = no clear call, values can overlap the other calls
Target sequence (P61088 whole entry, looked up): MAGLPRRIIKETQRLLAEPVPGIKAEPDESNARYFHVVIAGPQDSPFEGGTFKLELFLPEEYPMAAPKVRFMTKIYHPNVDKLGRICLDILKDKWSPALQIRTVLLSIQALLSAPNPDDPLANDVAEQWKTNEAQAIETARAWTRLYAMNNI
SENP1 FRET inh = SENP1 (human) catalytic domain inhibition; Q9P0U3; recombinant SENP1 catalytic domain, CyPet-SUMO1-YPet FRET cleavage; inhibition, % at 10 µM; 360,000 tested, 0.21% active;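 active = inhibition at least 30% at 10 µM, raw YFP signal under a set limit, fluorescence ratio 0.5 to 1.5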;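 also: 0% = enzyme with DMSO and 100% = no enzyme wells; some results filed as inactive read as strong as hits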
Target sequence (Q9P0U3 419-644 limits assumed): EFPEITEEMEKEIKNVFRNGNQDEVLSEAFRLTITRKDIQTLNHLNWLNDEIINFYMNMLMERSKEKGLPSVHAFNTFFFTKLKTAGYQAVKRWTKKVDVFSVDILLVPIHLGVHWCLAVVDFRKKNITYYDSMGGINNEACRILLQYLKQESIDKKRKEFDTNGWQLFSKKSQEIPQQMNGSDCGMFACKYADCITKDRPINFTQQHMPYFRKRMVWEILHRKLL
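System: Recombinant human SENP1 catalytic domain, His6-tagged | Incubation: Enzyme reaction for 50 min at room temperature, dark | Medium: Tris pH 8 with BME, BSA, NP40 and catalase | Also added: 25 nM SUMO1 FRET substrate | Compound: 10 µM single point, 0.5% DMSO | Measured by: FRET fluorescence in CFP and YFP emission channels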
SENP8 block-2 = blocks human SENP8 cleavage of Nedd8 substrate; 360,000 tested, 0.64% active; inhibition, % at 20 µM; Q96LD8; recombinant SENP8, Nedd8 substrate fluorescence; AID 602440; in the data active = inhibition mostly above about 40%, no sharp cut-off; inactive = mostly below about 27%
* hit, by the source's call; ? = inconclusive; · = not tested or not shown.

SMILES	SENP6 block	beta cell repl	PfG6PD inh	SENP8 block-1	HKDC1 inh	SENP7 block	UBC13 inh	SENP1 FRET inh	SENP8 block-2
O=C(COc1ccc2ccccc2c1)Nc1cccc2cccnc12	-7.9	-3.5	20.0	-8.9	10.5	-6.1	-10.1	-6.0	5.0
COCCN1CCN(Cc2nc(Cc3ccc(OC)c(OC)c3)no2)CC1	-23.9	-4.5	-7.4	-8.4	-3.1	-10.0	-10.8	3.6	14.2
S=c1[nH]nc(CCc2ccc(Cl)cc2)o1	-4.9	0.1	18.5	-3.9	1.9	4.1	5.7	1.3	-9.6
O=C(NCC(F)(F)F)Nc1ncccn1	-11.1	0.0	4.2	0.1	-0.5	-4.6	4.9	0.5	25.2
OCCC1CN(Cc2ccsc2)CCN1C1CCCC1 (stereo not drawn)	33.3	-2.1	-10.2	-2.4	-1.8	0.9	-2.0	0.1	11.2
Cn1nnnc1SCC(=O)NC(C)(C)C	-4.4	-1.0	-6.3	-4.4	-1.4	-9.6	7.3	0.0	15.4
CC(Sc1nnc(-c2ccccc2F)n1C1CC1)C(N)=O (stereo not drawn)	-12.1	0.0	4.7	6.4	0.8	2.9	1.4	0.9	9.4
COC(=O)c1ccc(COC(=O)CNC(=O)C2CCCCC2)cc1	-4.5	-0.6	-7.4	-5.7	-3.0	-2.9	2.9	1.9	13.5
C/C(=N\NC(N)=S)c1ccc(Cl)s1	-23.3	-4.5	3.9	-8.0	-3.4	-5.8	-10.3	0.2	5.7
CCC(C)N(C(=O)COC(=O)CSc1ccc(C)c(C)c1)C1CCS(=O)(=O)C1 (stereo not drawn)	15.5	-1.8	-3.8	-3.5	-1.0	6.8	7.5	1.1	3.0
Cc1ccc(CSCC(=O)N(C)CC(=O)Nc2ccccc2Cl)cc1	-12.3	1.7	3.6	-3.1	0.4	2.9	2.6	1.3	9.5
Nc1ccc(NC(=O)c2ccco2)c(Cl)c1	-13.3	-2.8	-14.4	4.3	-9.4	6.7	-3.6	-1.0	6.6
CCC(=O)NC1=C(Nc2ccc(N)cc2)C(=O)c2ccccc2C1=O	20.9	0.3	5.9	6.4	10.0	7.1	-226.2	8.3	36.9
O=C(c1nn(-c2ccccc2)c(=O)c2ccccc12)N1CCN(c2ncccn2)CC1	-28.3	-2.2	2.9	-3.7	6.1	-8.4	-4.4	1.4	-1.3
Cc1ccccc1Nc1c(F)c(F)c(F)c(F)c1C(=O)O	-13.9	-1.6	-10.8	-2.0	-8.0	-2.9	-3.0	0.8	14.0
COc1ccc(/C(C)=N/Nc2nc(C)c(C(C)=O)s2)cc1	9.7	-1.6	14.1	-13.8	-1.8	-0.9	-4.0	-29.8	-332.2
CCOC(=O)c1c(C)nc(SC)c(C#N)c1-c1ccccc1	0.0	-2.1	-7.5	-4.2	-3.0	-4.0	?	1.5	2.6
CCOC(=O)c1oc2ccccc2c1CN1CCCCC1	7.8	2.8	-1.5	2.2	5.4	7.5	7.6	2.6	-3.3
Cc1csc(N/N=C/c2ccc([N+](=O)[O-])cc2)n1	-8.3	-3.1	8.4	-7.9	-4.6	-2.4	-11.9	21.1	15.1
COc1ccc(Nc2nc(NCCO)nc(OC)n2)cc1	3.1	-2.6	-6.0	1.1	-6.2	2.6	-8.3	-1.3	20.0
CS(=O)(=O)N(CC(N)=O)Cc1ccc(Cl)cc1	-12.8	-1.8	-1.1	-17.1	8.1	-6.6	2.8	-2.2	3.3
COC(=O)c1c(C)[nH]c(C(=O)CN2CCOCC2)c1C	17.0	-0.6	-3.9	-2.6	-7.7	-0.8	-0.4	3.6	11.9
CCCCCN1C/C=C\C(c2ccc(OC)cc2)N(Cc2ccc(F)cc2)C(=O)C1 (stereo not drawn)	-21.1	-4.8	6.5	-2.6	2.5	-4.5	15.0	0.0	10.0
CCOCC(=O)Nc1ccc([N+](=O)[O-])cc1C	5.1	-1.1	-8.1	-2.3	-9.7	-7.6	-5.5	2.4	-2.8
COc1cc2c(cc1OC)C(c1cc(C)ccc1C)CC(=O)N2 (stereo not drawn)	-1.6	0.1	-27.4	1.1	5.9	-3.0	3.0	1.5	15.1

(further entries)
SMILES	SENP6 block	beta cell repl	PfG6PD inh	SENP8 block-1	HKDC1 inh	SENP7 block	UBC13 inh	SENP1 FRET inh	SENP8 block-2
O=C(CSc1nc(-c2ccc(F)cc2)cs1)NCCN1C(=O)CSC1=O	-15.5	0.8	-0.4	1.6	-1.2	4.5	-9.7	4.0	28.0
COc1ccc(/C=N/NC(=O)Nc2cccc3nsnc23)c(OC)c1	-13.0	-2.3	-15.2	-8.5	-4.2	-0.9	38.7	0.9	-197.5
CC(C)(C)CC(=O)Nc1ccccc1N1CCN(c2ccccc2)CC1	9.6	-1.9	-1.9	-1.5	-3.8	6.3	2.0	1.0	10.9
CCn1c(SCC(=O)NCC2CCCO2)nc2c(c1=O)SCC2 (stereo not drawn)	-16.3	-2.6	-6.9	-7.4	-5.5	-9.5	-7.9	1.0	2.0
O=C(C1CCN(S(=O)(=O)c2cccc3cccnc23)CC1)N1CC=C(c2ccccc2)CC1	-0.9	-4.5	·	-6.9	·	-2.0	1.5	·	·
COc1ccc(Cl)cc1NC(=O)CSc1cccc[n+]1[O-]	-15.1	-1.4	15.5	1.1	-8.0	0.7	6.6	1.6	6.0
Cc1cc(SCC#N)nc2ccccc12	-20.6	-0.6	-4.0	-4.8	-3.6	8.5	0.3	3.5	16.0
COc1ccc(NC(=O)Cn2nc(C(=O)O)c3ccccc3c2=O)cc1S(=O)(=O)N1CCCCC1	-6.0	0.3	10.4	0.1	-0.7	1.9	14.5	-0.3	9.9
CCC(C)(C)NC(=O)c1cc(C(=O)OC)cc([N+](=O)[O-])c1	-4.0	-0.2	-0.3	-0.7	-3.5	0.8	-11.2	0.9	6.0
Cc1ccc(SCCC(=O)NCCSCc2ccccc2C)cc1	1.3	-1.0	1.7	-3.0	4.8	1.8	-0.6	0.2	19.7
O=C(C(=O)N1CCc2ccccc2C1)c1cn(CC(=O)N2CCCC2)c2ccccc12	-3.6	0.0	-12.8	-5.0	-5.4	2.2	7.4	-10.8	7.9
NC(=S)N/N=C/c1ccccc1OC(=O)c1cc2ccccc2oc1=O	-15.0	-0.7	-5.6	-3.8	-20.9	14.7	-2.6	-83.3	-136.0
CC1CCN(c2nnc(NC(=O)Cn3c(=O)oc4ccccc43)s2)CC1	-3.1	-2.7	-2.8	-3.2	-2.8	-9.3	-4.9	0.2	5.5
Cc1cn(CC(=O)NCC(C)c2ccccc2)c(=O)[nH]c1=O (stereo not drawn)	·	·	-13.9	·	1.4	·	·	2.1	0.5
COC(=O)c1cccc(NC(=S)NCc2ccco2)c1	19.4	-0.1	6.1	-4.2	-8.1	0.2	4.6	-4.1	-8.7
O=C(NNS(=O)(=O)c1ccccc1)c1cccc(F)c1	3.8	-1.0	6.1	2.8	-3.2	1.4	-0.5	1.1	7.6
CCN(CC)C(=O)CSc1nc2c(sc(=S)n2Cc2ccco2)c(=O)n1-c1ccccc1	-9.1	-2.4	10.9	-6.0	1.1	-3.5	-7.4	2.0	19.7
COCCN(C(=O)CC1CCCC1)c1c(N)n(CC(C)C)c(=O)[nH]c1=O	7.3	-3.9	-6.4	-1.1	-5.7	11.8	3.0	-1.0	2.5
Cc1ccc(N(C)C(=O)c2ccc3c(Cl)c4c(nc3c2)CCC4)cc1C	-15.9	-6.5	-1.3	2.3	6.7	-9.5	7.5	2.3	11.8
O=C1c2cccc(Cl)c2C(=O)N1c1ccccn1	-16.8	-0.4	-9.6	-3.4	-0.4	-8.6	-13.2	4.6	5.6
CC(=O)Nc1c(F)cc(Br)cc1F	-11.4	-1.4	-7.6	-10.9	1.9	7.7	-5.8	0.0	16.5
COCCn1c(SCC(=O)N2CCCCC2)nc2c(c1=O)SCC2	-1.6	1.7	3.9	0.4	-3.6	2.2	-2.3	-1.9	5.4
COc1ccc(CC(=O)N(C)Cc2ccc(C(C)(C)C)cc2)cc1S(=O)(=O)N1CCOCC1	16.9	-3.0	-1.6	-4.1	-5.6	-3.7	1.4	-0.7	7.1
Nc1c(S(=O)(=O)c2ccccc2)cnc2c(-c3ccc(F)cc3)cnn12	6.0	-2.1	-11.1	-6.3	-5.5	-6.0	-3.8	3.3	-50.1
Cc1c(C(=O)NCc2ccccc2)oc2ccc(S(=O)(=O)N3CCCC3)cc12	-5.5	-0.6	-5.1	10.0	-1.9	-0.4	1.7	0.9	20.6

Results in SENP7 block, SENP1 FRET inh and SENP8 block-1, for some of the entries so far:
compound | SENP7 block | SENP1 FRET inh | SENP8 block-1
CCC(C)(C)NC(=O)c1cc(C(=O)OC)cc([N+](=O)[O-])c1 | 0.8 | 0.9 | -0.7
Cc1ccc(SCCC(=O)NCCSCc2ccccc2C)cc1 | 1.8 | 0.2 | -3.0
O=C(C(=O)N1CCc2ccccc2C1)c1cn(CC(=O)N2CCCC2)c2ccccc12 | 2.2 | -10.8 | -5.0
NC(=S)N/N=C/c1ccccc1OC(=O)c1cc2ccccc2oc1=O | 14.7 | -83.3 | -3.8

Going on with the list.
SMILES	SENP6 block	beta cell repl	PfG6PD inh	SENP8 block-1	HKDC1 inh	SENP7 block	UBC13 inh	SENP1 FRET inh	SENP8 block-2
COc1cc(C(=O)Nc2ccc3c(c2)Cc2ccccc2-3)cc(OC)c1OC	-8.4	-0.5	-7.8	-6.5	15.4	-6.4	-17.0	-0.9	0.7
CC(NC(=O)NC1CCCCC1)C(c1cccs1)N1CCN(C)CC1 (stereo not drawn)	-10.5	1.1	-0.4	-14.6	-4.1	-7.6	1.1	0.3	22.2
CC(=O)N1c2ccc(S(=O)(=O)NCc3ccco3)cc2CC1C (stereo not drawn)	8.2	3.0	15.3	-4.0	-7.2	-9.5	-6.3	0.7	8.8
CCc1cc2c(SCC(=O)c3ccccc3)ncnc2s1	1.1	2.0	16.4	-14.7	-6.5	3.5	0.2	-2.8	5.1
COc1cn(-c2ccccc2)nc1C(=O)Nc1ccccc1	-1.5	1.4	-3.2	5.6	5.3	5.1	4.9	2.2	-38.8
Nc1nc(-c2ccc(Cl)cc2Cl)cn1N	-1.5	-0.9	-8.6	-1.9	-2.6	-5.1	6.7	-28.4	-46.9
CCN1CCN(C(=O)c2cc(-c3cccnc3)nc3ccc(Br)cc23)CC1	-6.3	5.0	-1.7	-14.2	-6.1	-5.6	-7.6	0.0	20.1
Cc1cccc(N2CCN(C(=O)c3ccc4c(c3)OCCO4)CC2C)c1 (stereo not drawn)	5.2	-1.1	3.5	-0.1	-5.0	3.9	-5.9	-0.5	7.8
Cc1ccccc1NC(=O)CN1CCC(C(=O)c2ccc3c(c2)OCCO3)CC1	1.9	-0.1	9.7	3.5	-5.3	1.2	14.3	-1.5	8.2
O=C(NCCCn1ccnc1)c1cc(-c2ccc3c(c2)OCO3)on1	-11.7	1.9	11.1	-0.8	-5.5	7.7	2.4	1.6	-10.8
Cc1c(C(=O)N2CCOCC2)sc2ncnc(N3CCc4ccccc4C3)c12	14.7	-1.8	3.8	-6.6	-4.1	4.4	-9.3	-9.8	-19.7
O=C1NNC(c2ccccc2)=N/C1=C\c1ccco1	4.2	-3.6	-2.5	5.1	1.8	-3.5	-19.3	-24.4	29.3
